ASAP1 inh = inhibitors of human ASAP1 ArfGAP activity, primary screen, biochemical, fluorescence polarization. Arf-GAP with SH3 domain, ANK repeat and PH domain-containing protein 1 (Homo sapiens), …. ASAP1-stimulated ARF1 GTP hydrolysis, GDP FP detection. inhibition, % at 16.5 µM. actives 0.19% (n = 360,000); in the data active means inhibition above about 25%;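 further: 0% = vehicle with enzyme and substrate and 100% = no enzyme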
Target sequence (Q9ULH1 325-724 limits assumed): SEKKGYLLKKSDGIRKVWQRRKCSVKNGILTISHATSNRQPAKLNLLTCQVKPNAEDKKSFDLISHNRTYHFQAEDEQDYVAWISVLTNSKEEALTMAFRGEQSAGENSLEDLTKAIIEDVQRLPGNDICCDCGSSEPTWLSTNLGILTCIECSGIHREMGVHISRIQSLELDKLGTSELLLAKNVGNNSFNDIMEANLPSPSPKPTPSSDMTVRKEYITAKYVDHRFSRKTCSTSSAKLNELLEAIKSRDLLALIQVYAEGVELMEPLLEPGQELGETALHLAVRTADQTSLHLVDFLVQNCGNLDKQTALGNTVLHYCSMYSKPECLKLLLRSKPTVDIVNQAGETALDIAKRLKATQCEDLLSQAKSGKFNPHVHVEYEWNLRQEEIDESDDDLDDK
GC-A act = GC-A stimulated cGMP production enhancers – HEK293 GC-A cells, cGMP TR-FRET, EC30 ANP, primary screen | activation, % at 10 µM | AID 1671463, 2021 | actives 0.14% (n = 370,000) | 0% at EC30 ANP, 100% saturating ANP; in the data active means activation above about 40%
KLK7 zymogen act = proKLK7 zymogen activators, primary screen, biochemical, fluorescence intensity; AID 652039, 2013; actives 0.9% (n = 370,000); Kallikrein-7 (Homo sapiens), P49862; activation, % at 7 µM; purified proKLK7, EDANS-DABCYL substrate fluorescence; 100% is mature enzyme control, 0% vehicle;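 active means activation above the mean of all tested compounds plus 3 SD, computed per campaign excluding outliers beyond control limits, cut at about 13% in these data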
Target sequence (P49862 whole entry, looked up): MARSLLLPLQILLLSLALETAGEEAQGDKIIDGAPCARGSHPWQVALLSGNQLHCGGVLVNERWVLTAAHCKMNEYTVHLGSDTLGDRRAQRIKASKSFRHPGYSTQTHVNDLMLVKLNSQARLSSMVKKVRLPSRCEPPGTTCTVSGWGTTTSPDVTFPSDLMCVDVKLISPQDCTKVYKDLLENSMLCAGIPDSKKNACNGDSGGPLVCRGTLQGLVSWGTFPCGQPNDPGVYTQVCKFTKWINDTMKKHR
ADAM10 inh = human ADAM10 inhibitors, primary screen, biochemical, QFRET, HTS | AID 720582, 2013 | inhibition, % at 7 µM | recombinant ADAM10, EDANS/DABCYL FRET peptide cleavage, 3 h | actives 0.62% (n = 370,000);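 active means inhibition above a per-campaign cutoff equal to the mean of compounds falling between control-based bounds plus 3 SD, cut at about 20% in these data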;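 further: 0% = DMSO wells while the 100% control is not disclosed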
ARFGAP1 inhibitor = inhibitors of rat ARFGAP1 GAP activity, primary screen, biochemical, fluorescence polarization, GDP tracer; ADP-ribosylation factor GTPase-activating protein 1 (Rattus norvegicus), Q62848; Arfgap1-stimulated ARF1 GTP hydrolysis, GDP FP detection; inhibition, % at 16.5 µM; actives 0.26% (n = 360,000); AID 651572, 2012;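 active means inhibition above a per-plate limit, mean inhibition of low control wells plus 3 SD, cut at about 25% in these data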;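 further: 0% = DMSO wells with enzyme and 100% = wells lacking Arfgap1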
Target sequence (Q62848 1-136 limits assumed): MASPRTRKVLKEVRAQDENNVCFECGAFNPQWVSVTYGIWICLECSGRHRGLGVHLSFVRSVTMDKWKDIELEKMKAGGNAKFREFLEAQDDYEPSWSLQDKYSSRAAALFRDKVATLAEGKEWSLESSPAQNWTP
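System: truncated rat Arfgap1 GAP domain / Medium: HEPES-based buffer, pH 7.5 / Also added: N-terminally truncated human ARF1-GTP substrate / Incubation: enzyme reaction 120 min at 25 °C after 20 min preincubation / Measured by: FP of antibody-bound GDP Alexa 633 tracer, ex 620/em 688 nm / Replicates: singlicate, each compound tested once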
DDE Tn6 FP inh = inhibitors of Tn6 peptide binding to fibrin DD(E), primary screen, biochemical, fluorescence polarization, human fibrin, Tn6 probe | inhibition, % at 8.3 µM | Fibrin DD(E) TRITC-Tn6 fluorescence polarization displacement | Fibrinogen beta chain (Homo sapiens), P02675 | actives 0.21% (n = 370,000);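 active means inhibition above a per-campaign cutoff: mean of compounds within control limits plus 3 SD, cut at about 15% in these data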;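 further: 0% = median of all compound wells on the plate and 100% = blocking peptide control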
HGIII-sPLA2 inh = human group III sPLA2 inhibitors, primary screen, biochemical, QFRET, BODIPY PC-A2 liposome substrate; actives 0.56% (n = 370,000); inhibition, % at 12.2 µM; AID 743126, 2013; QFRET BODIPY PC-A2 liposome hydrolysis, fluorescence;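 active means inhibition above mean plus 3 SD of compounds lying within the high and low control bounds, cut at about 19% in these data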;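 further: 0% = median of test compound wells and 100% = no enzyme DMSO wells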
FXN GAA850 act = FXN promoter activators, primary screen, cell-based, luciferase luminescence, HEK293 lucGAA850 | HEK293 lucGAA850 FXN promoter luciferase reporter, 24 h; percent of 10 µM SAHA response | actives 0.56% (n = 360,000) | activation, % at 6 µM;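 active means activation above the average of all compounds screened plus 3 SD, cutoff fixed separately per campaign, cut at about 7.5% in these data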;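 further: 0% = DMSO wells and 100% = 10 µM SAHA wells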
rCAG RNA binder = binders of r(CAG) RNA repeats, primary screen, biochemical, fluorescence; r(CAG) RNA repeat, TO-PRO-1 dye displacement fluorescence; inhibition, % at 3 µM; actives 1.3% (n = 370,000);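 active means inhibition above the plate cutoff, the mean of all test compounds on that plate plus 3 SD, cut at about 35% in these data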;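 further: 0% = DMSO alone and 100% = 100 µM mitoxantrone as full dye displacement; higher means more dye released from RNA so lower well fluorescence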
NPR2 activator = human GC-B receptor activators, primary screen, HEK293 GC-B cells, cGMP TR-FRET, EC30 CNP. 0% at EC30 CNP, 100% saturating CNP. Atrial natriuretic peptide receptor 2 (Homo sapiens), P20594. activation, % at 10 µM. actives 0.11% (n = 370,000);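 active means activation at 10 µM reaching about 35% in either raw or pattern-adjusted values, limit read from the data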
* marks the source's active call; other numbers are inactive results; / = no result given.

smiles,KLK7 zymogen act,NPR2 activator,ASAP1 inh,GC-A act,FXN GAA850 act,ADAM10 inh,DDE Tn6 FP inh,rCAG RNA binder,ARFGAP1 inhibitor,HGIII-sPLA2 inh
CCN1C(=O)C(CC(=O)Nc2ccc(C)cc2C)Nc2cc(S(=O)(=O)N(C)C)ccc21 (stereo not drawn),0.5,-3.2,-3.4,-6.5,2.0,-3.7,-5.4,3.7,2.9,-16.2
COc1ccc(-c2cc(C(=O)NCc3ccc(C(F)(F)F)cc3)[nH]n2)c(C)c1,0.9,-2.7,5.6,-0.5,-0.2,16.1,14.9,0.8,3.5,-4.3
N#C/C(=C(/O)C(Cl)c1ccccc1)c1nc2ccccc2s1 (stereo not drawn),-4.8,13.4,14.1,27.3,0.2,-26.9,-3.6,7.2,6.9,-7.0
Cn1c(=O)[nH]c2c(nc(-c3ccc(Cl)cc3)n2C)c1=O,-0.3,9.2,-1.2,-1.5,-1.4,-71.9,-2.3,-3.2,3.1,-1.4
COc1ccc(OC)c(C=Cc2ccc([N+](=O)[O-])cc2)c1,1.2,-5.8,2.2,6.2,4.5,-10.6,7.8,3.2,-1.9,4.2
Cc1ccc(NS(=O)(=O)c2cccc(C(=O)NCCCN3CCOCC3)c2)cc1,0.5,0.8,1.8,1.2,0.9,-13.6,-1.6,-0.5,2.2,-3.7
O=C(/C=C/c1ccccc1)NCCOc1ccccc1,0.6,4.8,-17.4,3.4,6.0,2.7,-1.2,-0.7,9.4,-5.0
CC1CCCN(c2ccc(C(=O)NCCc3ccccc3)cn2)C1 (stereo not drawn),0.9,-3.0,-14.5,-0.7,3.0,-3.8,-0.2,-7.7,-8.2,-3.2
O=C(CN(C(=O)CCC(=O)Nc1ccccn1)c1ccccc1F)NCc1ccc2c(c1)OCO2,0.0,2.1,-15.6,-3.7,1.0,-4.0,-3.9,-0.5,16.0,11.4
CC(=O)Nc1cc(-c2cccc(C(=O)NCCO)c2)cn2c(-c3ccc(F)cc3)cnc12,-0.7,6.9,0.5,0.4,0.0,-13.3,-5.5,3.4,-5.9,-6.1
CCN1CCN(C(CNS(=O)(=O)c2ccc(OC)c(C)c2)c2cccnc2)CC1 (stereo not drawn),-0.1,0.1,6.2,0.6,0.9,-7.2,-2.8,-1.7,-9.6,-3.5
O=C(OCCOc1ccccc1)c1cccc(S(=O)(=O)N2CCOCC2)c1,0.3,1.2,3.0,1.9,-0.2,-0.4,-4.5,-0.4,-0.6,2.2
S=c1[nH]nc(Cc2noc3ccccc23)n1-c1ccc(Cl)cc1,0.3,-5.1,-5.1,4.5,-1.2,-2.3,-10.3,3.1,4.9,7.9
OC(CNCCc1ccc(Cl)cc1)COc1ccc2ccccc2c1 (stereo not drawn),-0.2,0.8,10.8,-0.3,2.7,1.3,3.2,11.7,4.6,-15.8
CC(NC(=O)COC(=O)CSc1ccc(F)cc1)c1ccc(F)cc1 (stereo not drawn),-0.5,0.5,-8.5,0.8,1.8,-16.6,-1.4,-4.8,3.0,10.8
COC(=O)Cn1c(=NC(=O)CCS(=O)(=O)c2ccccc2)sc2c(OC)ccc(OC)c21,0.4,-7.8,-0.1,4.4,-0.4,-5.4,-0.5,1.7,3.2,3.7
CC1CCCC/C1=N\NS(=O)(=O)c1ccc(Br)cc1 (stereo not drawn),-0.1,2.3,5.3,-3.2,0.4,2.5,0.8,7.5,6.0,1.0
CN1CCN(c2cc(-c3ccccc3)nc3cc(-c4ccc(F)cc4)nn23)CC1,-20.1,-7.8,0.3,-1.1,0.5,-168.9,0.4,-3.0,8.6,-2.4
CC(C)(C)n1nnnc1C(c1cccs1)N(Cc1cccnc1)CC1CCCO1 (stereo not drawn),-0.6,-15.4,-2.9,-12.6,-0.3,3.0,-0.3,-6.7,0.6,-6.4
O=C(/C=C/c1c(F)cccc1Cl)NCc1ccc2c(c1)OCO2,0.2,7.1,-2.7,3.1,0.8,-3.5,-5.6,-3.1,0.4,3.3
COc1ccc(S(=O)(=O)N(CCC(=O)O)Cc2ccccc2)cc1,0.1,-2.7,5.2,3.7,0.1,-8.4,1.4,-1.4,2.5,1.6
COc1ccccc1NC(=S)NNC(=O)c1ccncc1,0.2,-1.7,-2.1,2.0,-0.2,-1.2,0.6,3.1,3.2,6.0
CCc1ccc(OCCOCC(O)CN2CCN(Cc3ccc(Cl)cc3)CC2)cc1 (stereo not drawn),0.3,-14.8,-5.6,-4.6,0.1,1.9,-2.8,-6.9,-6.2,-10.9
CCCNC(=O)NC1C(NC(=O)NCCC)N(C)C(=O)N1C (stereo not drawn),-0.4,1.9,3.6,0.7,-1.8,-3.8,-7.3,1.9,-3.3,2.5
O=C(COC(=O)c1ccccc1NS(=O)(=O)c1ccc(Cl)cc1)NCc1ccccc1,0.2,3.3,-8.3,-2.8,3.8,3.8,-1.1,0.5,-2.4,-1.8
COCC(=O)N[C@@H]1C[C@@H]2O[C@H](CO)CC[C@@H]2O[C@@H]1CCc1ccc(-c2ccccc2)cc1,0.0,5.8,/,7.3,/,-10.7,-6.8,0.8,/,-2.5
Cc1ccccc1-c1nnc(SCC(=O)NC2CCCC2)n1C,-0.8,-5.4,-4.5,0.2,0.3,-1.7,-0.2,-9.2,15.6,3.2
Cc1ccc(C(=O)CCC(=O)CCC(=O)O)cc1,1.0,2.0,-5.0,1.7,-0.7,-1.5,-7.4,3.6,-5.7,5.9
CC(C)C[C@H]1CN([C@@H](CC(C)C)CN2CCCC2CN2C(=S)NC[C@@H]2Cc2ccc(O)cc2)C(=S)N1CC1CCCCCC1 (stereo partly drawn),-0.7,-0.9,9.0,5.0,-1.6,-23.5,-5.4,2.1,-1.7,2.6
CC(Cc1ccccn1)NC(=O)CCc1nnc(C2CCCCC2)o1 (stereo not drawn),0.1,0.6,-13.6,5.8,-0.7,2.5,1.6,-3.0,5.7,3.4

Next part; it opens with the 3 that closed the last part.
smiles,KLK7 zymogen act,NPR2 activator,ASAP1 inh,GC-A act,FXN GAA850 act,ADAM10 inh,DDE Tn6 FP inh,rCAG RNA binder,ARFGAP1 inhibitor,HGIII-sPLA2 inh
Cc1ccc(C(=O)CCC(=O)CCC(=O)O)cc1,1.0,2.0,-5.0,1.7,-0.7,-1.5,-7.4,3.6,-5.7,5.9
CC(C)C[C@H]1CN([C@@H](CC(C)C)CN2CCCC2CN2C(=S)NC[C@@H]2Cc2ccc(O)cc2)C(=S)N1CC1CCCCCC1 (stereo partly drawn),-0.7,-0.9,9.0,5.0,-1.6,-23.5,-5.4,2.1,-1.7,2.6
CC(Cc1ccccn1)NC(=O)CCc1nnc(C2CCCCC2)o1 (stereo not drawn),0.1,0.6,-13.6,5.8,-0.7,2.5,1.6,-3.0,5.7,3.4
CC(C)[C@H](Nc1ccc(S(=O)(=O)N2CCOCC2)cc1[N+](=O)[O-])C(=O)OCC(=O)N(C(C)C)C(C)C,-0.3,-5.0,-1.7,-9.0,0.5,-2.9,-3.7,-2.7,-0.2,-10.4
CCCCCCCN1CCN=C1N(C)C,-0.1,-3.6,1.8,-0.4,-0.5,5.4,4.5,1.2,1.6,4.9
Cc1nc(NC(=O)COC(=O)c2ccc(CO)cc2)c(Cl)cc1Cl,-0.3,-0.1,-9.7,0.4,0.6,-26.6,0.8,2.4,6.1,8.0
CC(=O)NS(=O)(=O)c1ccc(NC(=O)/C=C/c2ccc(C)o2)cc1,0.7,-1.1,7.2,0.7,1.2,-7.8,-6.2,6.5,7.2,-4.7
COC(OC)C(C)NC(=O)NC(=O)c1ccccc1Cl (stereo not drawn),0.6,6.9,-13.2,7.3,0.5,-2.3,4.2,0.6,-13.4,2.5
Cc1ccc2nc(C3CCN(C(=O)c4ccco4)CC3)[nH]c2c1,-0.2,-3.0,-1.2,-3.1,0.0,-0.4,-0.8,-0.3,0.9,0.0
Cc1ccc(S(=O)(=O)N2CCOCC2)cc1NC(=O)CSc1nnc(COc2ccccc2F)n1N,0.6,0.6,15.7,1.5,-0.2,-6.1,-7.7,5.8,-5.3,1.6
CCC[C@@H]1C[C@@H](C(=O)N[C@H]([C@@H](C)O)[C@H]2O[C@H](SC)[C@H](O)[C@@H](O)C2O)N(C)C1 (stereo partly drawn),-0.5,8.8,5.0,3.9,0.3,1.5,14.8,2.8,-3.0,1.6
O=C(NCCCc1ccccc1)c1cccc(NC(=O)c2ccccc2)c1,-0.8,-0.2,-21.8,-0.7,-0.3,2.4,6.0,0.9,10.2,-12.4
COC(=O)c1cc(NC(=O)C2CC(=O)NC(=NCc3ccc(OC)cc3)S2)cc(C(=O)OC)c1 (stereo not drawn),0.6,-1.4,-0.7,-19.8,2.8,-4.2,4.0,0.1,-7.9,-0.9
COc1ccc(CNC(=O)c2csnn2)cc1,0.0,1.1,4.0,6.3,2.3,1.0,-3.5,-3.2,21.3,0.1
COc1ccccc1N(Cc1ccccc1)S(=O)(=O)c1cccc(C(=O)Nc2ccc(C)cn2)c1,-1.3,2.8,-8.0,-2.8,-2.1,15.6,-1.7,10.9,17.6,-6.3
COc1ccccc1NC(=O)C(=O)N1CCCC1,1.9,-0.5,-0.9,-1.5,3.4,-6.2,6.9,4.2,-3.8,-1.5
COc1cccc(C(=O)NCCS(=O)(=O)NCc2ccccn2)c1,0.3,-3.4,-5.7,-0.8,1.5,6.6,1.3,0.5,-4.3,4.3
COc1ccccc1CCN=C(N)NS(=O)(=O)c1cccs1,-0.2,-2.4,-2.4,2.6,-1.1,-1.0,0.9,-0.6,-1.2,-4.4
CCOC(=O)c1nn(-c2ccc(C)cc2)c(=O)cc1OCC(=O)N1CCN(c2ccccc2)CC1,-0.2,-1.8,5.7,2.0,-0.7,-5.9,-4.5,-8.6,13.1,1.1
O=C(NCCCNC(=O)c1cncc(O)c1)c1cncc(O)c1,-4.1,6.4,2.5,6.3,-0.7,-39.0,-1.4,1.6,-4.1,-1.0
COc1cccc(C(=O)NCCCc2ccccc2)c1OC,-0.5,-2.9,-12.5,3.2,2.4,-1.1,0.0,0.5,2.5,1.2
COc1ccc(-c2cc(C(F)(F)F)nc(-n3ccnc3)n2)cc1,0.2,1.5,-0.9,-1.9,1.8,1.1,-3.9,2.6,-5.7,4.8

Compound activity: PubChem, several laboratories
